Insulin prom up – insulin promoter activators in MIN6 cells, imaging, high-content screening, mouse beta cells; MIN6 insulin promoter-GFP reporter; active compounds read high; AID 1625, 2009; hit rate 0.3% among 190,000; z-score at 5 µM;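 active means z-score above 3 at 5 µM with at least 500 cells counted in the well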
T cell modulator – modulators of CD8 T cell-vesicle binding, primary screen, mouse 2C CD8+ T cells, flow cytometry; AID 2052, 2009; calls only at 7 µM; 2C CD8+ T cell-vesicle binding; active compounds read low; hit rate 0.068% among 330,000;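 active means response, share of CD8 T cells binding vesicles, and their 90th percentile fluorescence all below set limits, cut at about 80% in these data, passing the limit was not always enough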
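System: murine 2C transgenic CD8+ T lymphocytes; also added: QL9-loaded Drosophila micro-vesicles; times: binding 1.5 h at 37 °C; measured by: flow cytometry, PE anti-B7-1 (FL2) versus Alexa647 anti-CD8 (FL8), PFA-fixed; control set: Peptide-free naked vesicles (low) and QL9 vesicles with 0.7% DMSO vehicle (high)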
TNAP activators – human TNAP enzyme activators, primary screen, biochemical, luminescent, no phosphate acceptor, uHTS (AID 1001). purified TNAP, luminescent activation assay, no phosphate acceptor; higher activation fold means a stronger effect. one-dose activation fold at 20 µM; EC50 in µM for titrated hits. hit rate 0.03% among 200,000; in the data active means activation fold from about 3, or a potency from the dose series; inactive means the rest, 99 in 100 with activation fold below about 1.6; further: many of its hits are not listed in these tables
b-catenin transl – modulators of beta-catenin nuclear translocation, primary screen, imaging, HeLa cells, immunofluorescence, high-content; nuclear translocation activity, % at 5 µM; hit rate 0.3% among 190,000; AID 1665, 2009;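 active means nuclear translocation activity above 50% at 5 µM, with a well cell count of 50 or more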;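 further: per-cell ratio of nuclear to cytoplasmic median beta-catenin stain intensity; plate controls were DMSO negative control for no effect and GSK-3 inhibitor IX positive control for full effect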
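Test system: human HeLa cells, native beta-catenin. Compound dosing: 5 µM primary single dose, 0.1% DMSO, 0.02–20 µM confirmation series. Incubation: compound exposure 24 h at 37°C. Detection: beta-catenin immunostaining with DAPI counterstain, 20x imaging, 6 fields/well. Read-out basis: Nuclear/cytoplasmic beta-catenin signal ratio, % activation.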
human PMI inhibitors – human PMI inhibitors, high substrate, primary screen, biochemical, fluorescence intensity, high mannose 6-phosphate (AID 1220); Mannose-6-phosphate isomerase (Homo sapiens); hit rate 0.66% among 190,000; recombinant PMI enzyme, coupled fluorescence intensity; higher % means a stronger effect; one-dose inhibition, % at 20 µM; IC50 in µM for titrated hits
MT stabilize HCS – microtubule stabilizers in HeLa cells, primary screen, imaging, high-content imaging | HeLa tubulin immunostaining HCS, 24 h; share of cells brighter than vehicle mean+2SD | % tubulin-high responders, % at 10 µM | hit rate 0.83% among 200,000;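 active means plate Z-score above 3 for both tubulin-high and condensed-nucleus cell shares, with cell loss under 80%, at 10 µM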;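 further: anti alpha tubulin signal scored within the nucleus-defined area of each cell; some results filed as inactive read as strong as hits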
human PMI inhibition – inhibitors of human PMI, primary screen, biochemical, fluorescence intensity, coupled assay (AID 1209); inhibition, % at 20 µM, or IC50 in µM where a hit was titrated; purified PMI enzyme, coupled fluorescence intensity; higher % means a stronger effect; hit rate 0.42% among 190,000;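 further: plate controls were DMSO vehicle for no effect and wells lacking substrate for full effect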
Autophagy mod – autophagy modulators in MEF cells, primary screen, imaging, high-content, MEF GFP-LC3; MEF GFP-LC3 puncta imaging; test concentration mostly 10 µM; calls only at 10 µM (by protocol); hit rate 0.98% among 190,000;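 active means percentage of spot-positive cells more than 3 SD above its plate mean, without a fluorescence outlier flag or 80% toxicity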;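 further: spot-positive cell cutoff set from DMSO-treated cells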
Lipid droplet – inhibitors of hepatocyte lipid droplet formation, primary screen, imaging, high-throughput imaging, BODIPY stain | inhibition, % at 6.5 µM | AML12 mouse hepatocytes, oleate lipid droplets | hit rate 0.4% among 240,000;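 active means lipid droplet intensity inhibited by at least 50%, with more than 500 cells counted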
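Assay system: AML12 mouse liver cells | Compound dosing: One dose, 6.5 µM compound | Read-out basis: Droplet intensity reduction, % inhibition | Measured by: Fluorescence imaging, 20x objective, two fields per well | Schedule: Overnight treatment with compound plus oleate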
Insulin prom up cell count – further read-out of Insulin prom up, marked with its call; cell count; measured here: cytotoxicity, nuclei count;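 total cells summed across four imaged fields per well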
Lipid droplet cells 6.5 µM – further read-out of Lipid droplet, marked with its call; cell count; measured here: cell count, cytotoxicity flag;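 cells counted across two imaged fields per well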
b-catenin transl cell count 5 µM – recorded beside b-catenin transl, whose call it bears; cell count; measured here: cell count, cytotoxicity flag
T cell modulator vesicle-bound % – further read-out of T cell modulator, marked with its call; double positive events, %; measured here: CD8+ vesicle-bound cell fraction;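 binding gate set so that unloaded-vesicle control wells show 10% double positive cells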
MT stabilize HCS Hoechst-high % – second read-out of MT stabilize HCS, no call of its own (marks repeat the call); % Hoechst-high responders; measured here: nuclear condensation Hoechst responders;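 share of cells brighter than vehicle mean plus two SD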
MT stabilize HCS cytotoxicity % – second read-out of MT stabilize HCS, no call of its own (marks repeat the call); toxicity, %; measured here: cytotoxicity by cell density;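 0% = mean cell density of plate MIN control wells and 100% = no cells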
Autophagy mod cell loss 18 h – also measured in Autophagy mod; calls as there; toxicity, %; measured here: cell loss, nuclei count;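 cell loss after 18 h compound exposure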
* marks the source's active call; other numbers are inactive results; i = inactive; . = not tested or not shown. Unless noted, no stated cut-off is given here; in the data, active means inhibition above about 50%; inactive means the rest.

SMILES	Insulin prom up	Insulin prom up cell count	T cell modulator	T cell modulator vesicle-bound %	TNAP activators	b-catenin transl	b-catenin transl cell count 5 µM	human PMI inhibitors	MT stabilize HCS	MT stabilize HCS Hoechst-high %	MT stabilize HCS cytotoxicity %	human PMI inhibition	Autophagy mod	Autophagy mod cell loss 18 h	Lipid droplet	Lipid droplet cells 6.5 µM
CCCC(=O)Nc1cc(OC)c(NC(=O)NC2CCCCC2)cc1OC	0.49	1398	i	56	1	-2.2	1188	52%*	2.1	2.5	6.3	9%	i	-20	.	.
Cc1ccc2nc(-c3cccnc3)oc2c1	0.23	1585	i	50	1.1	-2.9	1365	2%	3.3	2.2	3.9	-2%	i	-8	.	.
Cc1ccc(C(=O)O)cc1N1C(=O)c2cccc3cc(Br)cc(c23)C1=O	-0.48	1604	i	56	1	-2.4	1307	5%	2.6	1.8	8.2	5%	i	9	.	.
Cc1csc(-c2coc3cc(O)cc(C)c3c2=O)n1	0.52	1093	i	24	1	0.1	735	2%	7.0	3.9	0.4	5%	i	8	.	.
CCCS(=O)(=O)c1c(S(=O)(=O)CCC)c2ccc(C(C)=O)cn2c1C(=O)OC	-0.09	1387	i	29	1.1	-0.2	1508	-1%	2.3	1.5	9.0	-3%	i	20	-13	643
CCCCN(C(=O)Cn1nnc2ccccc21)C(C(=O)NCc1ccco1)c1ccncc1 (stereo not given)	0.82	1628	i	12	1	-1.8	1391	4%	1.4	2.2	9.7	0%	i	-3	.	.
Cc1cc(C(=O)Nc2ccccc2N2CCOCC2)c2ccccc2n1	-0.11	856	i	57	1	.	.	-22%	1.1	2.0	17	-11%	i	3	-1	727
COc1cc(C(=O)N/N=C(\Cc2ncc[nH]2)c2ccccc2)cc(OC)c1OC	-0.28	1241	i	38	0.7	-0.8	1105	-3%	4.6	2.1	6.6	-9%	i	4	-11	691
CCOC(=O)N1CCN(S(=O)(=O)c2ccc3[nH]cc(C(=O)O)c(=O)c3c2)CC1	0.42	1571	i	30	1.1	1.0	1408	9%	2.3	1.9	12	18%	i	12	.	.
N/C(=N\OC(=O)COc1ccc(Br)cc1Cl)c1ccccn1	-0.15	1235	i	34	1.1	-0.2	908	4%	3.9	1.2	3.0	-1%	i	25	-4	635
Cc1ccc(NS(=O)(=O)Cc2ccccc2)nc1	1.1	1420	i	57	1.1	2.6	1045	16%	2.1	1.5	5.2	1%	i	1	3	649
O=C(O)c1ccc(NS(=O)(=O)c2cccc3nsnc23)cc1	-0.18	1039	i	38	1	-3.4	934	7%	1.7	2.0	9.6	3%	i	-10	.	.
Cc1cc(C(=O)CN2CCCC(C)C2)c(C)n1-c1ccc(F)cc1 (stereo not given)	-0.15	1455	i	37	1.6	-2.2	1082	-2%	4.2	2.5	7.5	0%	i	11	-23	675
O=S(=O)(c1ccccc1)N1CCN(c2nnc(-c3ccccc3)c3ccccc23)CC1	-0.05	1419	i	18	.	6.7	909	.	.	.	.	.	.	.	-12	602
COC(=O)CN(Cc1ccccc1)S(=O)(=O)c1ccc(OC)c(OC)c1	0.47	1543	i	45	1.1	0.7	1457	5%	2.0	4.9	4.5	3%	i	1	.	.
CCOc1ccc(NC(=O)CCN2CCN(S(=O)(=O)c3ccc(Cl)cc3)CC2)cc1	-0.81	896	i	12	1.2	.	.	1%	2.0	1.7	1.8	2%	i	2	3	795
Cc1cc(Br)ccc1SCC(=O)OCC(=O)NCc1ccco1	-0.03	1460	i	19	.	-1.4	1084	.	.	.	.	.	.	.	-1	716
Cc1ccc(NC(=S)NNC(=O)Cn2nc(C(F)F)cc2C(F)F)cc1	-0.89	1281	i	47	2	.	.	-6%	3.1	2.0	6.6	-10%	i	-17	-23	678
Cc1nn(-c2ccccc2)c(C)c1/C=N/N1CCN(c2ccccn2)CC1	0.14	1063	i	52	1.1	2.9	1125	14%	2.4	2.8	11	8%	i	-4	25	722
CN1CCN(C(=O)N2c3ccccc3CCc3ccccc32)CC1	0.65	1338	i	44	1.1	-0.2	967	-6%	1.9	1.3	4.7	-5%	i	-5	-18	665
O=C(NC1CCCCC1)C1CCCN1S(=O)(=O)c1cccc2nsnc12 (stereo not given)	2.4	1240	i	45	1	.	.	8%	1.9	1.5	7.2	17%	i	-6	.	.
O=C1NCCN/C1=C\C(=O)c1cccc(Br)c1	-0.01	1090	i	26	.	1.2	1267	.	.	.	.	.	.	.	2	723
O=c1cc(-c2ccccc2)nc(SCc2ccc(Cl)cc2)[nH]1	0.81	1228	i	27	1.1	-1.4	1380	8%	1.2	2.0	7.1	7%	i	-4	.	.
Cc1ccc2[nH]c3c(c2c1)CN(C(=O)CN1CC(C)OC(C)C1)CC3 (stereo not given)	0.88	1176	i	56	1.1	.	.	-26%	2.9	2.4	5.3	-6%	i	-1	5	717
Cc1ccc(S(=O)(=O)N=S(CC2CC2(Cl)Cl)CC2CC2(Cl)Cl)cc1 (stereo not given)	.	.	i	32	1.1	-14	1120	3%	2.0	1.2	11	6%	i	3	2	771
NS(=O)(=O)c1ccc(NS(=O)(=O)c2cccs2)cc1	0.82	1234	i	42	1.1	-0.3	858	2%	1.5	1.4	8.5	9%	i	-1	12	782
COc1cc2c(cc1OC)C(c1cccs1)N(C(=O)c1cccnc1)CC2 (stereo not given)	1	1053	i	50	1.1	53*	298*	8%	17*	46*	37*	-7%	i	24	-16	594
Cc1cccc(NC(=O)c2cc(NC(=O)c3ccccc3)ccc2N2CCCCC2)c1	0.96	840	i	56	1.1	.	.	13%	3.3	2.5	6.1	14%	i	0	.	.
CCCCN1C(=O)C(=O)N(c2ccccc2)C1=S	0.45	1387	i	44	1.1	-3.1	517	2%	5.2	2.3	3.9	4%	i	0	-20	673
Brc1ccc(C2CC(c3ccccc3)=Nc3ccccc3N2)cc1 (stereo not given)	-0.22	1213	i	13	1.1	-1.6	544	-11%	4.7	1.8	5.2	-34%	i	13	-10	639
FC(F)(F)c1cccc(N2CCN(c3ccc4nnc(-c5ccccc5)n4n3)CC2)c1	0.06	965	.	.	1.1	.	.	11%	2.5	2.3	2.6	14%	i	-14	26	804
O=C(COC(=O)c1cccnc1)c1ccc(Cl)cc1	1.8	1252	i	36	1.1	2.0	619	-4%	3.9	1.4	10	-2%	i	6	.	.
O=C(Cn1nnc2ccccc2c1=O)Nc1cccc(S(=O)(=O)N2CCOCC2)c1	0.13	1270	i	14	1	-1.8	1065	-8%	4.4	2.1	20	-14%	i	-12	4	672
CC(C)c1cc(C(=O)Nc2cccc(C(F)(F)F)c2)no1	.	.	i	36	1.1	.	.	11%	1.4	1.3	6.3	14%	i	-4	12	762
O=C(CCC(=O)OCC(=O)c1ccc(Cl)cc1)NC1CCCCC1	0.19	1611	i	50	1	1.9	1395	1%	2.8	1.7	7.2	1%	i	-4	.	.
Cc1ccc(C(C(=O)NC(C)(C)C)N(CCCN2CCOCC2)C(=O)c2ccc(-c3ccccc3)[nH]2)o1 (stereo not given)	-0.33	1645	i	22	1.1	-2.5	1068	1%	2.8	3.2	6.1	2%	i	1	-1	707
CO/N=C\CC(=O)Nc1ccc(Cl)c(Cl)c1	.	.	i	22	1	49	385	-2%	26*	29*	51*	-4%	i	-16	0	479
CCOC(=O)c1c(/N=C/C2=C(O)CC(C)(C)CC2=O)sc(C(C)=O)c1C	-0.53	1643	i	44	1	-1.1	954	0%	5.8	2.3	7.1	-15%	i	-7	2	750
Cc1cc(NS(=O)(=O)c2ccc(NC(=O)/C=C/c3ccco3)cc2)nc(C)n1	0.25	979	i	54	.	-0.1	1299	.	.	.	.	.	.	.	21	691
Cc1nc2ccc(NC(=O)NCCO)cc2s1	-0.47	1019	i	44	1.1	2.3	1189	3%	1.3	0.8	12	6%	i	-4	2	756
CCC(=O)n1nc(-c2ccc(Cl)cc2)nc1N	0.15	1460	i	24	0.4	-0.1	1529	7%	2.6	2.5	4.8	5%	i	-5	15	575
Cc1cc(/C=N/NC(N)=S)c(C)n1-c1ccc(Cl)cc1	0.23	1156	i	44	0.9	0.2	535	-7%	3.3	3.5	8.8	-9%	i	-8	-12	604
COc1ccc2c(c1)c(C(=O)CN1CCN(C(=O)c3ccco3)CC1)c(C)n2C	-0.76	1040	i	8	1.1	-2.8	1129	-2%	2.3	5.0	12	-4%	i	9	.	.
COc1ccc(CCNC(=O)C2CCN(S(C)(=O)=O)CC2)cc1	1.6	820	i	5	1.2	.	.	-8%	1.7	1.5	5.4	-4%	i	-19	23	803
CCCN(C(=O)CSc1cc(-c2ccccc2)c2ccc(OC)cc2n1)C1CCS(=O)(=O)C1 (stereo not given)	0	1475	i	38	1.1	-0.9	1112	13%	2.4	1.4	8.0	19%	i	22	24	573
COC(=O)C1=C(C)NC(=O)/C1=C\c1ccco1	0.11	1298	i	59	0.9	-1.3	982	45%	4.0	1.1	1.7	6%	i	11	.	.

Entries of single compounds, quoted from the list. Order of screens: Insulin prom up	Insulin prom up cell count	T cell modulator	T cell modulator vesicle-bound %	TNAP activators	b-catenin transl	b-catenin transl cell count 5 µM	human PMI inhibitors	MT stabilize HCS	MT stabilize HCS Hoechst-high %	MT stabilize HCS cytotoxicity %	human PMI inhibition	Autophagy mod	Autophagy mod cell loss 18 h	Lipid droplet	Lipid droplet cells 6.5 µM
CCOC(=O)N1CCN(S(=O)(=O)c2ccc3[nH]cc(C(=O)O)c(=O)c3c2)CC1 is listed with 0.42	1571	i	30	1.1	1.0	1408	9%	2.3	1.9	12	18%	i	12	.	.
CCCS(=O)(=O)c1c(S(=O)(=O)CCC)c2ccc(C(C)=O)cn2c1C(=O)OC is listed with -0.09	1387	i	29	1.1	-0.2	1508	-1%	2.3	1.5	9.0	-3%	i	20	-13	643

Screens deposited in PubChem BioAssay by several laboratories.
